# Anesthetic bind – candidate novel general anesthetic via apoferritin binding; actives 0.074% (n = 350,000); apoferritin/1-aminoanthracene competitive binding, fluorescence; Potency, µM (doses to about 77.5 µM), inactives show at the highest dose activity change, negative = displacement, actives largely listed as inhibitors; AID 485281; P02791; also: potency is read from the fitted curve at half-maximal effect; % is scaled to controls: 0 for no effect and ±100 for the full control effect; nearly all actives have a fitted effect of over 20% in size
# Target sequence (P02791 2-175 limits assumed): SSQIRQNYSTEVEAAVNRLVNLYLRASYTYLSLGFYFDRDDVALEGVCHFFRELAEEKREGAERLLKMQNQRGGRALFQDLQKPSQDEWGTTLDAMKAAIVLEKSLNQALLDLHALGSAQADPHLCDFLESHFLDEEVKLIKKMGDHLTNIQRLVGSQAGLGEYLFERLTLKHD
#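 Concentration-response curves derived by four-parameter Hill fitting of normalized fluorescence, where compounds displaced 1-AMA from 10 uM horse apoferritin following a brief 10 min room-temperature incubation; propofol titration acted as positive control.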
# RGS4 inh – human RGS4 inhibition; P49798; Transcreener GDP fluorescence polarization, RGS4-accelerated GTP hydrolysis; Potency, µM (top dose mostly 114 µM), without a hit: top-dose activity change, negative = inhibition, usual class: inhibitors; actives 0.039% (n = 390,000); also: potency is read from the fitted curve at half-maximal effect; % is scaled to controls: 0 for no effect and ±100 for the full control effect; nearly all actives have a fitted effect of over 75% in size; some results filed as inactive show a strong effect at the top dose
# Target sequence (P49798 whole entry, looked up): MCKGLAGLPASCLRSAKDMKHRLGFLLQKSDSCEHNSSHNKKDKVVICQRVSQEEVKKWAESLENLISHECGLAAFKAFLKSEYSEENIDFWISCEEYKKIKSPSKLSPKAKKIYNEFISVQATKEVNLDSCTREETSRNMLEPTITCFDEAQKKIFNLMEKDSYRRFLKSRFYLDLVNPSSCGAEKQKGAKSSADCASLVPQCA
#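 MLSMR compounds (23 nl, pin-transferred) preincubated 10 min at room temperature with a 500nM (2x) first reagent, then RGS4 at 900nM (2x) plus Transcreener GDP mix added; fluorescence polarization (620/688 nm) read before and after 90 min at 30 °C.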
# ERG Ets-DNA blk – blocks human ERG Ets domain binding to DNA | AID 624246 | P11308 | actives 0.028% (n = 370,000) | fluorescence polarization, His-ERG Ets domain / labelled DNA | Potency, µM (doses to about 76.9 µM), inactives show at the highest dose FP activity, negative = inhibition, actives largely listed as inhibitors; active = well fitted inhibition curve with a large enough effect in the polarisation, with a control signal flat; inconclusive = small, poorly fitted or top-dose-only effect, or effect the other way, or a change in a side signal; inactive = no such curve, though single readings can be large or run the other way; the % refers to the polarisation;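 also: polarization taken with two DNA probes labelled with fluorescein and Texas red; potency is read from the fitted curve at half-maximal effect; % of control where 0% means no effect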
#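 His-tagged ERG Ets domain (1 uM in the protein solution; 300mM KCl, 50mM Tris-HCl, 1mM EDTA, 1mM DTT, pH 7.5) received compound, then a probe mix of 5 nM fluorescein-DNA and 100nM Texas-615-DNA. Fluorescence polarization was read for both dyes.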
# LDHA block – inhibitors of human lactate dehydrogenase A; purified LDHA, NADH/diaphorase-resazurin fluorescence; active compounds read low; P00338; actives 0.15% (n = 480,000); AID 1347041; activity change, % (values are at about 110 or 230 µM); in the data active = activity change below about -30%; inconclusive = mostly about -25% to -30%;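 also: plate controls were DMSO wells for no effect and wells without enzyme for full effect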
#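 Remaining NADH was detected by diaphorase (0.133 mg/mL) converting 37 µM resazurin to fluorescent resorufin, read at 0 and 20 minutes. The preceding 5-minute room-temperature reaction used 2 nM LDHA, 0.2 mM sodium pyruvate and 0.06 mM NADH at pH 7.4.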
# POLB inh – blocks human DNA polymerase beta activity; Pol beta primer extension/strand displacement, fluorescence kinetic; Potency, µM (highest dose often 114 µM), for the others: at the highest dose activity change, negative = inhibition, hits mostly inhibitors; actives 1.3% (n = 340,000); AID 485314; P06746; also: potency is read from the fitted curve at half-maximal effect; % is scaled to controls: 0 for no effect and ±100 for the full control effect
#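 Pol beta (10 nM) was preincubated with compound for 15 min at room temperature. The reaction was then started with 50 nM substrate and read immediately and after a further 10 min at room temperature.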
# Pol kappa inh – DNA polymerase kappa (human) inhibition | AID 588579 | Q9UBT6 | purified Pol kappa, fluorescent DNA synthesis assay, 10 min | actives 0.53% (n = 400,000) | Potency, µM (highest dose often 107 µM), for the others: at the highest dose activity, negative = inhibition, most hits filed as inhibitors; also: potency is read from the fitted curve at half-maximal effect; % is scaled to controls: 0 for no effect and ±100 for the full control effect
#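 10 nM Pol kappa was preincubated with compounds for 15 min at room temperature. Reaction started with 50 nM (final) substrate. Fluorescence read kinetically at 0 and 10 min.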
# APEX1 inh – inhibitors of human APE1 endonuclease | recombinant APE1, TAMRA/BHQ-2 abasic DNA cleavage fluorescence | Potency, µM (top dose mostly 65.8 µM), for the others: at the top dose activity change, negative = inhibition, hits mostly inhibitors | actives 0.35% (n = 350,000) | AID 2517;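 also: potency is read from the fitted curve at half-maximal effect; plate controls were vehicle for no effect and reference inhibitor for full effect; nearly all actives have a fitted effect of over 55% in size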
#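 Endonuclease cleavage of a quenched abasic-site DNA duplex (50 nM) by APE1 (0.75 nM) was tracked by TAMRA dequenching. Compounds were preincubated with enzyme 15 min at room temperature; data normalized to buffer-only and DMSO wells plus NSC13755 control.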
# POLH inh – DNA polymerase eta (human) inhibition | actives 1.2% (n = 390,000) | recombinant Pol eta, fluorescent DNA replication assay | AID 588591 | Potency, µM (titrated, usually from 114 µM), for inactives: at the top dose activity change, negative = inhibition, usual class: inhibitors | Q9Y253; also: potency is read from the fitted curve at half-maximal effect; % is scaled to controls: 0 for no effect and ±100 for the full control effect
#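 Pol eta (10 nM) was preincubated with compounds for 15 min at room temperature, after which fluorescent replication substrate (50 nM final) was added to start the reaction. Fluorescence was read kinetically at 0 and 10 min.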
# ALOX12 inh – inhibitors of human 12S-lipoxygenase ALOX12; P18054; purified 12hLO, xylenol orange hydroperoxide absorbance; Potency, µM (highest dose often 108 µM), inactives show at the highest dose activity change, negative = inhibition, actives largely listed as inhibitors; actives 1.1% (n = 580,000); AID 1671190; also: potency is read from the fitted curve at half-maximal effect; % is scaled to controls: 0 for no effect and ±100 for the full control effect
# Target sequence (P18054 whole entry, looked up): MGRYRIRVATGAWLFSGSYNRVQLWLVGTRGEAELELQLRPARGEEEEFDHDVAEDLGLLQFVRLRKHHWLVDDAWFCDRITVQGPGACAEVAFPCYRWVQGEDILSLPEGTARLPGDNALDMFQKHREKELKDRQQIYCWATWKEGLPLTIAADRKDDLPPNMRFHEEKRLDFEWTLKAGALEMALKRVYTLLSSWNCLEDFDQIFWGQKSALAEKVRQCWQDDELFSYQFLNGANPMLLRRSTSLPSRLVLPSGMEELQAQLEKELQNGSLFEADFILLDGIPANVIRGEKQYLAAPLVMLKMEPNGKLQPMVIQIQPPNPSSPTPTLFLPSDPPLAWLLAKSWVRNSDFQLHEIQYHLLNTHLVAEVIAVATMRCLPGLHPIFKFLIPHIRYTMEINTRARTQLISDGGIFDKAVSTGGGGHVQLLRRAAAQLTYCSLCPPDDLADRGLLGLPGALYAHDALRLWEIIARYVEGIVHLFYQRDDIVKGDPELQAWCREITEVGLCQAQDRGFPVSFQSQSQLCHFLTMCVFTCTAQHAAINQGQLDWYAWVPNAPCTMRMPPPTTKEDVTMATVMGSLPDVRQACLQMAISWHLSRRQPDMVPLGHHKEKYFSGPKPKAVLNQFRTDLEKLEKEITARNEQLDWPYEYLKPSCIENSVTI
#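 Hydroperoxide product was detected by ferrous iron/xylenol orange as the 573 to 405 nm absorbance ratio. Arachidonic acid at 40 uM (final) was turned over for 30 min at room temperature by 150 nM human 12hLO, pH 7.0 Hepes buffer, after 15 min compound preincubation.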
# An asterisk follows results filed as active; ? = inconclusive; . = no result given; & = joins results of further samples; [ ] = dose if it differs, or a comment. Unless noted, calls follow the shape of the dose curve; as a rule, active = well fitted curve in the direction sought with a large enough effect; inconclusive = small, poorly fitted or top-dose-only effect, or another doubt; inactive = no such curve, though single readings can be large; an effect the other way counts as inactive or inconclusive.
SMILES,Anesthetic bind,RGS4 inh,ERG Ets-DNA blk,LDHA block,POLB inh,Pol kappa inh,APEX1 inh,POLH inh,ALOX12 inh
CC(C)(C)c1ccc(S(=O)(=O)NNC(=O)c2cc3ccccc3[nH]2)cc1,-21%,-18%,-3%,0,32%,-18%,13%,-23%,?
CC1(C)CO[C@H](CC(=O)O)CN1,.,.,.,.,.,-9%[19.4 µM],-2%,.,0%
Cc1ccc(C2C(C#N)=C(N)OC3=C2C(=O)CC(C)(C)C3)s1 (stereo not given),-3%,0%[56.9 µM],1%,-5,9%,-8%,-2%,2%,?
CCN(CC)CCn1c2c(c(SCC(=O)Nc3cc(C)cc(C)c3)nc1=O)CCC2,.,-1%,7%,-8,.,-16%,-1%,-15%,-22%
Cc1cc(=O)[nH]c(S/C=C/c2ccccc2)n1,-4%,-6%,-3%,2,-1%,-3%,27%,-16%,4%
Cc1cc(=O)nc2c3ccccc3n(CC(=O)NC3CCCCC3)n12,-4%,-3%,14%,-15,18%,-12%,28%,-6%,-27%
O=C1NN(c2ccccc2)C(=O)/C1=C\c1cccn1-c1ccc(Cl)c([N+](=O)[O-])c1,-22%,-18%,-4%,-2,?,?,2%,20µM*,?
Cc1cc(C)n(C(C)CC(=O)NCc2ccccc2C)n1 (stereo not given),-1%,-8%,-4%,2,9%,0%,.,-17%,-3%
CCc1cccc(NC(=O)CCn2nc(C)cc2C)c1,-8%,2%,3%,-2,3%,6%,.,-11%,1%
Cc1cccc(CNc2ncnc3ccc(-c4ccccc4CN(C)C)cc23)c1,?,.,.,.,.,-15%[60.1 µM],1%,.,?
CCCNC(=O)C(CC)NS(=O)(=O)c1ccc(OC)cc1 (stereo not given),4%,10%,-1%,-7,-1%,-2%,1%,-3%,52%[activator]
CC(=O)Nc1ccc(S(=O)(=O)N2CCSC2c2ccc(Cl)cc2)cc1 (stereo not given),-12%,-6%,-5%,-7,-1%,?,-5%,?,-7%
Cc1cc(Cl)ccc1OCC(=O)NNC(=O)C1CCN(c2ncnc3sc(C)c(C)c23)CC1,.,4%,2%,-1,.,-9%,-18%,-17%,206%[activator]
O=C(Cc1ccccc1)NC(=S)Nc1ccc(N2CCCCC2)cc1,?,-42%,-4%,-2,-18%,-12%,-1%,-17%,-5%
CCCN1C(=O)/C(=C/c2ccc(C)o2)SC1=Nc1ccc(OCC)cc1,-19%,?,-8%,-2,-1%,9%,0%,-14%,?
COc1cc(/C=C2/C(=N)N3N=C(CC(=O)N4CCOCC4)SC3=NC2=O)ccc1OCc1ccccc1,-3%,1%,5%,2,-29%,-13%,91%[activator],-13%,-6%
O=C(C1=C[C@@H](C2CC2)C[C@@H](OCc2ccc(CO)cc2)O1)N1CCN(Cc2ccccc2)CC1,-10%,-7%,-7%,-8,0%,-17%,-1%,-14%,1%
CCOc1ccc(N(CC(=O)Nc2ccccc2Cl)S(C)(=O)=O)cc1,-12%,-20%,2%,3,16%,3%,49%[activator],-12%,0%
CC(C)CCN1CC(C(=O)NCc2ccc(F)cc2)CC1=O (stereo not given),3%,17%,.,-4,23%,-2%,-10%,8%,14%
CC(Cc1cnccn1)NC(=O)c1cc(COc2ccc(F)cc2F)on1 (stereo not given),-7%,-45%[56.9 µM],-4%,-2,86%,2%,10%,9%,-3%
O=C(O)CCC(=O)N1CCC(n2nnc3cc(C(F)(F)F)ccc32)CC1,-5%,-6%,31%[activator],-5,7%,-30%,5%,?,-2%
Cc1cc(NC(=O)c2cccs2)ncc1NC(=O)C(C)(C)C,-11%,18%,1%,-8,1%,-18%,22%,-5%,-35%
CCc1c(C)nc(SCC(=O)N2C(C)CCCC2C)[nH]c1=O (stereo not given),?,-9%,-6%,-2,25%,3%,-4%,-19%,0%
O=C(CCCC(=O)OCC(=O)c1cccs1)Nc1ccc(F)cc1,-17%,-7%[11.4 µM],4%,-1,0%,14%,-5%,-11%,-3%
COC(=O)c1ccccc1NC(=O)c1sc2nc(C)cc(C)c2c1NC(=O)c1ccccc1OC,6%,21%,-16%,-12,0%,-10%[60.1 µM],.,-9%,?

# Other records
SMILES,Anesthetic bind,RGS4 inh,ERG Ets-DNA blk,LDHA block,POLB inh,Pol kappa inh,APEX1 inh,POLH inh,ALOX12 inh
CCOC(=O)c1ccc(NC(=O)c2ccc(NC(=O)c3ccccc3)cc2)cc1,-8%,-1%,.,-3,8%,-1%,-8%,2%,20%
CCC(CC)NC(=O)COC(=O)c1ccc(OCc2ccc(C(C)=O)cc2OC)c(OC)c1,-10%,-12%,-6%,-10,1%,-1%,-2%,-9%,-19%
O=C(C[n+]1cccc(CNC(=O)c2ccc(OC(F)F)cc2)c1)Nc1ccccc1Cl,-8%,-14%,-2%,4,24%,2%,20%,-17%,0%
Cc1ccc(NC(=O)C(C)N2C(=O)c3ccccc3C2=O)cc1C (stereo not given),-8%,0%,0%,-4,11%,-12%,2%,-1%,0%
Cc1cccc(C)c1NC(=O)NC1CC2CCC(C1)N2Cc1cccs1 (stereo not given),1%,16%,.,-6,0%,-3%,1%,6%,12%
CC(C)C12CN3CC(C(C)C)(CN(C1)C3(C)C)C2=O,?,4%,8%,-9,15%,-6%,-3%,-3%,0%
COc1cccc(NC(=O)CN(C)C(=O)CCSc2ccc(C)cc2)c1,.,13%,-5%,-5,.,-6%,-3%,-9%,9%
COc1ccc(C2CC(c3ccc(F)cc3)=NN2c2ccccc2)cc1OC (stereo not given),2%,-12%,3%,5,-3%,-15%,-7%,?,0%
O=C(CP(=O)(c1ccccc1)c1ccccc1)N/N=C/c1cc(Br)cc(Br)c1O,-3%,-12%,2%,4,-10%,2%,0%,-14%,-2%
COc1ccccc1N1CCN(S(=O)(=O)c2cc3[nH]c(=O)c(=O)[nH]c3cc2C)CC1,-8%&-21%,-9%[11.4 µM],3%&-1%,-5&-6,2%&-17%,-9%&-2%,3%,5%&-9%,?
CC(=O)COc1ccc2c(-c3ccccc3)cc(=O)oc2c1,-12%,8%,0%,-2,10%,-23%,-2%,-12%,6%
O=C(CCn1c(=S)[nH]c2cc3c(cc2c1=O)OCO3)NCc1cccc(Cl)c1,181%[activator],4%[11.4 µM],15%,-1,14%,12%,32%,1%,-12%
Cc1ccc(CN(c2ccc(C(=O)NCc3ccccn3)cc2)S(C)(=O)=O)cc1,-8%,6%,-3%,-1,-1%,-7%,-1%,0%,15%
CCN(CC)CCn1c(=N)n(CC(O)c2ccco2)c2ccccc21 (stereo not given),-8%,22%,-8%,-2,9%,0%,13%,1%,9%
O=C(c1cccc(Cl)c1)N1c2nc(-c3ccco3)nn2C2(CCCCC2)[C@@H]2CCCC[C@@H]21,-13%,-12%,-4%,-1,-10%,-20%,.,-8%,-15%
CCOc1ccccc1C1C(C(=O)OC)=C(N)OC2=C1C(=O)CCC2 (stereo not given),?,20%,.,2,5%,-7%,10%,9%,-16%
Cc1ccc(S(=O)(=O)N[C@@H](Cc2ccccc2)C(=O)N2CCC[C@@H]2C(=O)O)cc1,-10%,-6%,-13%,-1,7%,-1%,18%,-13%,-9%
Cc1cc(C)cc(N=Cc2c(O)c3ccccc3oc2=O)c1,-3%,11%,17%,-6,6%,-5%,-3%,-5%,0%
Cc1cc(-c2cccc([N+](=O)[O-])c2)nc2ccc3ccccc3c12,-10%,34%,0%,-2,40%,-18%,-4%,-4%,-24%
C/C(=N\Nc1ccc(S(=O)(=O)N2CCCCC2)cn1)c1ccc(O)cc1,.,-11%,.,-9,.,-9%,-8%,-13%,7%
CC(=O)c1cc(CC=C(C)C)c(O)cc1O,?,-12%[11.4 µM],9%,8,2%,-8%,1%,-17%,25%
CC(=O)NCCOC(=O)c1nn(Cc2ccccc2)c(=O)c2ccccc12,-16%,-26%,-6%,-1&1,2%,1%,0%,-8%,-21%&-22%
CCCCCCCCN1[C@@H](CC(=O)OCC)c2cc(F)ccc2S1(=O)=O,.,2%,3%,1,.,-10%&-10%,.,?,-10%
Nc1ccc(C(=O)O)cc1[N+](=O)[O-],-3%,7%,-6%,-1,3%,5%,-3%,-9%,3%
C/C(=N\NC(=O)CCCCCNC(=O)c1ccccc1)c1ccccc1O,5%,-51%,-1%,1,1%,5%,-9%,-13%,3%
CC1CCN(Cc2nnnn2CCCC(=O)N(C)C2CCOC2)CC1 (stereo not given),-2%,-16%,-11%,-2,6%,-5%,24%,?,26%
CCOc1ccc(CC(=O)N2CCN=C2SC)cc1,-6%,0%,10%,-11,13%,-8%,3%,-19%,13%
Cc1ccc(N2C(=O)CS(=O)(=O)C23C(=O)N(Cc2ccc(Cl)cc2)c2ccccc23)cc1C (stereo not given),-6%,-21%,2%,4,-21%,-4%,.,-17%,-18%
Oc1cc2ccccc2cc1-c1nnc2n1-c1ccccc1SC2,-6%,-3%,1%,-1,-29%,4%,-2%,5%,0%

# Whole records, quoted from the list. Order of screens: Anesthetic bind	RGS4 inh	ERG Ets-DNA blk	LDHA block	POLB inh	Pol kappa inh	APEX1 inh	POLH inh	ALOX12 inh
# O=C(C[n+]1cccc(CNC(=O)c2ccc(OC(F)F)cc2)c1)Nc1ccccc1Cl is listed with -8%	-14%	-2%	4	24%	2%	20%	-17%	0%
# COc1ccc(C2CC(c3ccc(F)cc3)=NN2c2ccccc2)cc1OC (stereo not given) is listed with 2%	-12%	3%	5	-3%	-15%	-7%	?	0%

# These rows are one share of the data, so the mix of outcomes need not match the whole.
